Screens from PubChem BioAssay.
PrPC surface inh: inhibitors of human cell surface prion protein PrPC, primary screen, cell-based, TR-FRET; Major prion protein (Homo sapiens), P04156; TR-FRET read-out; inhibition, % at 13.8 µM; actives 0.43% (n = 370,000); in the data active means inhibition above about 24%; further: 0% = median of the test wells and 100% = reference compound wells
FadD28 binding: inhibitors of FadD28 bisubstrate probe binding, primary screen, biochemical, fluorescence polarization, single point; Mycobacterium tuberculosis FadD28 fatty-acid-AMP ligase; inhibition, % at 12.5 µM; actives 0.22% (n = 360,000); AID 588549, 2011; in the data active means inhibition above about 8.5%, passing the limit was not always enough; inconclusive means no clear call, values can overlap the other calls
Mtb FBA inh: Mtb FBA enzyme inhibitors, primary screen, biochemical, fluorescence, strain H37Rv; purified M. tuberculosis FBA, fluorescence read-out; inhibition, % at 1 µM; Fructose-bisphosphate aldolase (Mycobacterium tuberculosis (strain ATCC 25618 / H37Rv)), …; actives 2.3% (n = 360,000); in the data active means inhibition above about 27%;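 further: 0% = vehicle and 100% = reference inhibitor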
Target sequence (P9WQA3 whole entry, looked up): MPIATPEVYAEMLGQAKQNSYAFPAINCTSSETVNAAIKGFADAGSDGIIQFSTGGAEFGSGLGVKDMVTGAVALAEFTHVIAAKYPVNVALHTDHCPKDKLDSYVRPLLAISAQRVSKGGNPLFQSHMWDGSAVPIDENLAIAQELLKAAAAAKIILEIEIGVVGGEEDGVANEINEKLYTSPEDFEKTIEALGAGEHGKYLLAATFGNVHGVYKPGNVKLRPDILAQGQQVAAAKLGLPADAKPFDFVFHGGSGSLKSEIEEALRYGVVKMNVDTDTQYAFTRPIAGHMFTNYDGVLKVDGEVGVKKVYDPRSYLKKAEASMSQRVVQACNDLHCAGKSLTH
GDH-TPI inh: GDH-TPI coupling enzyme inhibitors, primary screen, artefact control for M. tuberculosis FBA inhibitor project, biochemical, absorbance, full deck | GDH-TPI coupled enzyme counterscreen, NADH absorbance | actives 1.2% (n = 360,000) | inhibition, % at 4.8 µM;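 further: 0% = DMSO wells and 100% = wells lacking the enzyme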
BioA inh: M. tuberculosis BioA enzyme inhibitors, primary screen, biochemical, plate reader, single point, HTS | purified M. tuberculosis BioA enzyme | actives 0.096% (n = 360,000) | inhibition, % at 9.99 µM | 7,8-diaminopelargonic acid synthase BioA (Mycobacterium tuberculosis) | AID 602481, 2012; in the data active means inhibition above about 40%; inconclusive means no clear call, values can overlap the other calls
Mtb UGM inh: M. tuberculosis UGM enzyme inhibitors, primary screen, biochemical, fluorescence polarization, single point; actives 0.06% (n = 320,000); AID 504406, 2011; UDP-galactopyranose mutase (Mycobacterium tuberculosis (strain ATCC 25618 / H37Rv)), …; purified UGM, fluorescence polarization probe displacement; inhibition, % at 10 µM; in the data active means inhibition above about 10%, passing the limit was not always enough; inconclusive means no clear call, values can overlap the other calls
Target sequence (P9WIQ1 whole entry, looked up): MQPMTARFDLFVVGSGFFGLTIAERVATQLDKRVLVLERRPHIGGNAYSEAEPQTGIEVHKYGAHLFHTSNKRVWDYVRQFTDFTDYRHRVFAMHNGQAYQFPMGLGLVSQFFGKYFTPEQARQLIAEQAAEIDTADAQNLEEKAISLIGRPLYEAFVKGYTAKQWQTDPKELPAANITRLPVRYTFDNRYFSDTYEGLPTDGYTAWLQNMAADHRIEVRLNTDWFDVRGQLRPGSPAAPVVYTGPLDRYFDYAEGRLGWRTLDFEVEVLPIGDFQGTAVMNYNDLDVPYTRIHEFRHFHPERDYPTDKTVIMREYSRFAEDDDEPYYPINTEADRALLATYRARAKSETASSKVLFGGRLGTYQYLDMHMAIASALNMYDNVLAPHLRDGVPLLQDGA
CCHFV vOTU inh: CCHFV vOTU protease inhibitors, primary screen, biochemical, Pep-AMC substrate, fluorescence. AID 651958, 2012. actives 0.55% (n = 370,000). inhibition, % at 11.5 µM. Crimean-Congo hemorrhagic fever virus L polyprotein viral ovarian tumor (vOTU) protease …; further: 0% = vehicle wells with enzyme and 100% = no enzyme wells
BoNT F protease: BoNT/F light chain protease inhibitors, primary screen, biochemical, flow cytometry, MLPCN library | AID 588497, 2011 | inhibition, % at 10 µM | Botulinum neurotoxin type F light chain protease (Clostridium botulinum) | actives 0.22% (n = 360,000) | Multiplex microsphere protease cleavage assay; in the data active means inhibition above about 35%, passing the limit was not always enough; inconclusive means no clear call, values can overlap the other calls; further: plate controls were buffer without enzyme for full effect and enzyme alone for no effect
BoNT-A LC inh2: BoNT/A light chain protease inhibitors, primary screen, biochemical, flow cytometry, MLPCN library; actives 0.17% (n = 360,000); multiplex microsphere protease substrate cleavage; inhibition, % at 10 µM; AID 588499, 2011; in the data active means inhibition above about 30%; inconclusive means no clear call, values can overlap the other calls; further: plate controls were buffer without enzyme for full effect and enzyme alone for no effect
The depositor's hits bear a star; ? = inconclusive; . = no result given; & = joins results of further samples. Unless noted, no stated cut-off is given here; in the data, active means inhibition above about 30%; inactive means the rest. No enrichment for hits; overall some 4.8% were active at least once.

SMILES	PrPC surface inh	FadD28 binding	Mtb FBA inh	GDH-TPI inh	BioA inh	Mtb UGM inh	CCHFV vOTU inh	BoNT F protease	BoNT-A LC inh2
O=C(NC1CCCCC1)C(c1ccc2ncccc2c1)N(Cc1ccccc1)C(=O)c1cccs1 (stereo not drawn)	4	-3.9	-2	-11	-1.0	-0.2	-3	-3	-0.3
CCOC(=O)CC(=O)CSc1nc(C)cc(C)c1C#N	-3	-3.4	17	6	-0.4	3.4	-15	-6	1.2
Nc1nnc(SCC(=O)Nc2ccc(Cl)c(C(=O)O)c2)s1	-10	-0.7	1	-2	.	-1.5	15	-1	0.3
N/C(=N\OC(=O)Cc1cccc2ccccc12)c1ccccn1	5	-5.0	-4	8	7.1	-2.5	7	-15	-1.2
Cc1nnc(NC(=O)CSc2nc(C(C)C)nc3sc(C)c(C)c23)s1	3	0.0	0	2	-1.0	.	-1	-13	0.2
O=C1/C(=C\c2ccco2)SC(=S)N1Cc1ccccc1	-2	3.5	4	7	1.9	-1.3	18	15	44*
Cc1oc(-c2ccccc2Cl)nc1CN1CCCC1c1ccc(F)cc1 (stereo not drawn)	-3	-7.0	-1	4	.	1.2	16	4	0.4
Cc1ccc(-c2nn(-c3cccc(F)c3)cc2CNCc2cccnc2)o1	-5	0.0	3	7	0.5	0.7	-7	-18	3.2
CC(c1ccccc1F)n1cc(C(=O)NCCCn2ccnc2)nn1 (stereo not drawn)	3	-1.7	5	12	-0.1	-0.6	12	8	0.9
CCCCCC(=O)Nc1cccc(C2=NOC3(C2)C[C@@H](C(N)=O)N(C(=O)c2cc([N+](=O)[O-])cc([N+](=O)[O-])c2)C3)c1 (stereo partly drawn)	-42	-3.8	-1	-3	0.8	-1.8	-4	-4	0.0
Cc1cccc(C)c1N1CCN(C(=O)Cn2cncn2)CC1	3	-0.4	0	4	-2.0	-0.5	-11	1	0.0
COc1ccccc1NC(=O)C1CCCN(c2nc(C)cc(C)n2)C1 (stereo not drawn)	7	-2.7	5	-15	.	-1.4	12	0	-0.9
CC(C)N(C(=O)/C=C/c1cccc([N+](=O)[O-])c1)C(C)C	-10	-0.1	-2	6	1.0	-0.8	4	-3	0.4
O=C(/C=C/c1cccc(O)c1)c1cccnc1	1	-1.9	0	7	.	4.7	-4	-12	0.1
CC(NC(=O)c1cccc(S(=O)(=O)N(C)C)c1)c1nc2ccccc2[nH]1 (stereo not drawn)	8	-2.3	3	17	.	0.5	-2	-5	-0.7
Cn1c(O)c(C2=NNC(c3ccc(Cl)cc3)C2)c(=O)n(C)c1=O (stereo not drawn)	1	-1.0	1	28	1.4	2.4	-14	?	0.9
CCCNC(=O)CSc1nnc(-c2ccc(F)cc2)o1	-2	-0.7	-3	3	.	0.2	-4	-4	-0.5
COc1cc(Cl)ccc1NC(=S)N(CCN(C)C)C(C)c1ccncc1 (stereo not drawn)	1	-3.9	0	-5	1.4	0.7	15	7	0.2
O=C(NC1CCCCC1)C(c1cccs1)N(C(=O)c1ccco1)c1ccc2c(c1)OCCO2 (stereo not drawn)	-3	0.9	1	9	-1.8	1.1	7	-1	0.7
CCOC(=O)C1CCN(S(=O)(=O)c2ccc3c(c2)NC(=O)C(C)S3)CC1 (stereo not drawn)	0	-1.8	0	-1	1.0	2.2	14	-5	-0.8
O=C(CCNC(=O)c1ccco1)Nc1ccccc1	2	-3.4	0	2	-0.7	1.2	-11	-6	0.5
CCOc1ccc(/C=C2/SC(=S)N(n3c(C)ccc3C)C2=O)cc1	-4	-1.9	-16	6	.	-1.9	-6	-4	5.6
O=C1NC(=S)CN1c1ccccc1	7	-3.1	-3	-2	.	-3.4	13	1	0.1
COc1ccc(Br)cc1/C=N/Nc1ccccn1	4	-1.8	1	20	-0.3	-0.1	-7	7	-1.0
S=c1nc(Cc2ccccc2)[nH]c2ccccc12	31*	-0.9	5	8	1.3	1.6	12	51*	-12
C=CCN1C(=O)c2ccc(C(=O)OCC(=O)N(CC)c3c(N)n(Cc4ccccc4)c(=O)[nH]c3=O)cc2C1=O	-5	-3.4	0	-1	9.3	.	-2	5	-0.5
COc1ccc(CNC(=O)c2cccc(S(=O)(=O)N3CCN(c4ccc(F)cc4)CC3)c2)cc1	10	-1.1	1	11	-2.6	.	5	-6	0.3
O=c1[nH]c2ccc(S(=O)(=O)N3CCCCC3)cc2s1	-4	-4.2	-2	-2	0.1	1.4	0	-4	0.1
CCCCNC(=O)c1ccc2c(c1)ncn2C1CCCCC1	-4	-1.6	1	0	3.9	-3.0	8	-5	0.9
S=c1[nH]nc(COc2ccccc2)n1/N=C/c1cccc(Cl)c1Cl	-11	-0.7	0	3	3.5	3.1	3	17	1.8
C/C(=N\NC(=O)c1cccc(Br)c1)c1ccccn1	9	0.0	7	6	-2.0	1.1	7	7	0.5
O=C(CCCCCn1c(=S)[nH]c2ccc(N3CCOCC3)cc2c1=O)NCc1ccccc1	-8	-1.0	5	11	-3.6	-0.6	-3	2	0.1
Cc1c(C(=O)NC2CCS(=O)(=O)C2)oc2ccccc12 (stereo not drawn)	-4	0.8	3	-6	2.1	0.3	-3	-3	1.6
CCOC(=O)c1ccc(-n2ccnc2)c(NC(=O)c2ccc(C(C)(C)C)cc2)c1	0	-0.9	-1	2	.	-0.1	0	-9	-0.4
O=C(OCC1OC(Oc2ccc(O)cc2)C(O)C(O)C1O)c1ccccc1 (stereo not drawn)	3	-0.1	2	8	-0.2	3.2	-3	-7	-0.4
O=C(CNC(=S)N(CCCN1CCOCC1)Cc1cccs1)NC1CCCC1	4	-2.1	8	-1	.	-0.3	4	-1	-0.3
COc1ccc(CNC(=O)CCCn2ccc3cc(S(=O)(=O)N4CCCC4)ccc32)cc1	12	-1.4	-3	1	0.0	-1.1	10	1	-2.0
Cc1cccc(C(=O)N[C@H](C(=O)OCC(=O)NC2CCS(=O)(=O)C2)C(C)C)c1 (stereo partly drawn)	0	-2.6	-1	-1	.	-0.8	5	-1	-0.3
O=C(COc1ccc2ccc(=O)oc2c1)NCCCn1ccnc1	2	-3.7	13	2	4.9	-1.0	-2	-2	0.1
O=[N+]([O-])c1ccc(S(=O)(=O)CC2CSc3nc4ccccc4n32)cc1 (stereo not drawn)	1	-2.2	2	7	0.0	-1.2	-19	22	1.3
C=CCn1cc(F)c(=O)n(CC=C)c1=O	-7	-0.3	0	-6	-0.8	-3.5	16	-2	0.3
O=C(NCCC1=CCCCC1)C1CCC(CNc2c(N3CCCC3)c(=O)c2=O)CC1 (stereo not drawn)	7	-3.0	-3	-8	.	-0.4	-6	-8	-0.5
CC(=O)Nc1ccc(S(=O)(=O)Oc2ccc(C(=S)N3CCCCC3)cc2)cc1	15	-5.9	-2	-1	.	2.3	3	-16	-0.7
COc1ccc(CC(=O)OCC(=O)c2ccc[nH]2)cc1	-5	0.5	-1	5	3.7	-1.6	0	-4	-0.5
O=C(Nc1ccccc1)OCCNC1CCCCC1	1	-3.9	-2	-11	.	.	-11	-7	-0.9

Entries of single compounds, quoted from the list.
Results for CCOC(=O)c1ccc(-n2ccnc2)c(NC(=O)c2ccc(C(C)(C)C)cc2)c1 : PrPC surface inh = 0; FadD28 binding = -0.9; Mtb FBA inh = -1; GDH-TPI inh = 2; BioA inh = .; Mtb UGM inh = -0.1; CCHFV vOTU inh = 0; BoNT F protease = -9; BoNT-A LC inh2 = -0.4
Results for COc1ccc(CNC(=O)CCCn2ccc3cc(S(=O)(=O)N4CCCC4)ccc32)cc1 : PrPC surface inh = 12; FadD28 binding = -1.4; Mtb FBA inh = -3; GDH-TPI inh = 1; BioA inh = 0.0; Mtb UGM inh = -1.1; CCHFV vOTU inh = 10; BoNT F protease = 1; BoNT-A LC inh2 = -2.0
Results for Cc1cccc(C(=O)N[C@H](C(=O)OCC(=O)NC2CCS(=O)(=O)C2)C(C)C)c1 (stereo partly drawn) : PrPC surface inh = 0; FadD28 binding = -2.6; Mtb FBA inh = -1; GDH-TPI inh = -1; BioA inh = .; Mtb UGM inh = -0.8; CCHFV vOTU inh = 5; BoNT F protease = -1; BoNT-A LC inh2 = -0.3

(further entries)
SMILES	PrPC surface inh	FadD28 binding	Mtb FBA inh	GDH-TPI inh	BioA inh	Mtb UGM inh	CCHFV vOTU inh	BoNT F protease	BoNT-A LC inh2
Cn1c(=O)n(C)c2cc(NC(=O)c3ccc(F)cc3)c(Br)cc21	6	-4.4	0	3	-0.9	1.6	-6	-15	0.1
CCc1oc2ccccc2c1C(=O)c1cc(Br)c(O)c(Br)c1	9	-5.0	20	18	3.5&2.7	3.6	18	-9	-0.5
CCN(N=Nc1cccc([N+](=O)[O-])c1)c1cccc([N+](=O)[O-])c1	7	-2.8	-1	12	-3.5	-1.7	-3	-3	-0.2
O=C(C1CCC(=O)N(C2CC2)C1)N1CCC(Oc2cccc(C(F)(F)F)c2)CC1 (stereo not drawn)	4	-3.5	-1	-1	0.5	.	-6	3	2.1
COC(=O)C(C)Oc1ccc(Cl)c(CN2OCC(C)(C)C2=O)c1 (stereo not drawn)	0	1.8	-2	-4	-0.6	-3.7	5	-2	0.3
COC(=O)c1ccccc1NC(=O)c1cc(C2CC2)on1	8	-0.2	2	14	-2.7	-1.1	-7	-21	-0.7
CC(C(=O)Nc1ccccc1Oc1ccccc1)c1ccccc1 (stereo not drawn)	-12	-0.7	1	0	.	-1.9	13	-8	-0.7
O=C(NCc1ccccc1)c1ccccc1C(=O)c1ncc[nH]1	-4	-1.5	3	-2	.	-1.3	-3	1	-0.5
CCCCCCCCSc1nnc(-c2ccc(OC)cc2)o1	-1	-1.0	-2	8	0.3	.	5	-50	-3.9
CCCS(=O)(=O)N1CCC(C(=O)N2CCCC2)CC1	-4	1.3	0	12	-2.6	0.2	-5	7	0.2
Cc1ccc(S(=O)(=O)c2cc3cc(Br)ccc3oc2=O)cc1	-2	-2.5	-3	6	-0.7	.	-13	10	2.8
O=C(c1cc(F)ccc1F)C1CCCN(C(=O)c2ccc(F)cc2Cl)C1 (stereo not drawn)	4	-0.8	0	-1	-1.2	3.0	4	-2	-0.4
CC(C)Oc1ccc(CC(=O)NNC(=S)Nc2ccc(Br)cc2)cc1	10	-3.1	2	1	0.2	-0.4	26	-5	-0.8
CCOc1ccc(-n2nnnc2SCC(=O)c2ccccc2)cc1	6	1.2	-2	-2	0.3	-2.0	-4	5	0.0
Cc1ccc2[nH]c(O)c(N=NC(=O)C(C)n3cnc4ccccc4c3=O)c2c1 (stereo not drawn)	-9	-1.9	-1	14	.	-0.5	8	13	-0.1
C=CCN1C(=O)CN=C1Nc1ccc(F)cc1	9	-3.8	1	-1	-1.3	0.8	1	4	0.5
CCc1cc(=O)oc2cc(C)cc(OC(C)C(=O)NCCCN3CCCC3=O)c12 (stereo not drawn)	2	-4.0	87*	-2	.	-2.2	-21	0	-1.3
CS(=O)(=O)c1cc([N+](=O)[O-])c(Sc2nc3ccccc3[nH]2)c([N+](=O)[O-])c1	-10	1.5	1	9	-1.0	2.8	8	6	2.4
Cc1ccsc1C(=O)N/N=C/c1ccc2c(c1)OCO2	-8	-2.5	-2	36*	-1.5	-0.4	-9	7	0.6
CCOc1ccc([C@@H]2CC=C(C(=O)O)CN2S(=O)(=O)c2ccc(C)cc2)cc1	2	-1.3	5	6	-1.0	-0.7	-9	-6	-0.1
Cc1ccc(OCC(=O)c2cc(C)n(Cc3ccco3)c2C)c([N+](=O)[O-])n1	4	-2.0	-5	2	23	-3.3	-10	1	-1.2
O=C(COC(=O)CNC(=O)c1ccc(Cl)cc1Cl)Nc1cccc(S(=O)(=O)N2CCCC2)c1	-5	3.2	0	-6	-0.6	-2.0	-1	-10	-2.8
